# Source: PubChem BioAssay
# PfHsp40 yeast = restores yeast growth despite PfHsp40 toxicity; S. cerevisiae expressing PfHsp40, growth rescue, ATP luminescence; growth rescue, % at 12.5 µM; 0.68% of 340,000 active; in the data active = growth rescue above about 28%, passing the limit was not always enough; inconclusive = no clear call, values can overlap the other calls;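 also: yeast W303a lacking pdr1 and pdr3 grown in galactose medium; growth measured after three days at 30 °C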
# TcdB GH inh = TcdB glycohydrolase inhibition; 0.24% of 350,000 active; P18177; TcdB glycohydrolase enzymatic assay, plate reader; AID 652162; inhibition, % at 9.99 µM; in the data active = inhibition above about 10%
# Target sequence (P18177 whole entry, looked up): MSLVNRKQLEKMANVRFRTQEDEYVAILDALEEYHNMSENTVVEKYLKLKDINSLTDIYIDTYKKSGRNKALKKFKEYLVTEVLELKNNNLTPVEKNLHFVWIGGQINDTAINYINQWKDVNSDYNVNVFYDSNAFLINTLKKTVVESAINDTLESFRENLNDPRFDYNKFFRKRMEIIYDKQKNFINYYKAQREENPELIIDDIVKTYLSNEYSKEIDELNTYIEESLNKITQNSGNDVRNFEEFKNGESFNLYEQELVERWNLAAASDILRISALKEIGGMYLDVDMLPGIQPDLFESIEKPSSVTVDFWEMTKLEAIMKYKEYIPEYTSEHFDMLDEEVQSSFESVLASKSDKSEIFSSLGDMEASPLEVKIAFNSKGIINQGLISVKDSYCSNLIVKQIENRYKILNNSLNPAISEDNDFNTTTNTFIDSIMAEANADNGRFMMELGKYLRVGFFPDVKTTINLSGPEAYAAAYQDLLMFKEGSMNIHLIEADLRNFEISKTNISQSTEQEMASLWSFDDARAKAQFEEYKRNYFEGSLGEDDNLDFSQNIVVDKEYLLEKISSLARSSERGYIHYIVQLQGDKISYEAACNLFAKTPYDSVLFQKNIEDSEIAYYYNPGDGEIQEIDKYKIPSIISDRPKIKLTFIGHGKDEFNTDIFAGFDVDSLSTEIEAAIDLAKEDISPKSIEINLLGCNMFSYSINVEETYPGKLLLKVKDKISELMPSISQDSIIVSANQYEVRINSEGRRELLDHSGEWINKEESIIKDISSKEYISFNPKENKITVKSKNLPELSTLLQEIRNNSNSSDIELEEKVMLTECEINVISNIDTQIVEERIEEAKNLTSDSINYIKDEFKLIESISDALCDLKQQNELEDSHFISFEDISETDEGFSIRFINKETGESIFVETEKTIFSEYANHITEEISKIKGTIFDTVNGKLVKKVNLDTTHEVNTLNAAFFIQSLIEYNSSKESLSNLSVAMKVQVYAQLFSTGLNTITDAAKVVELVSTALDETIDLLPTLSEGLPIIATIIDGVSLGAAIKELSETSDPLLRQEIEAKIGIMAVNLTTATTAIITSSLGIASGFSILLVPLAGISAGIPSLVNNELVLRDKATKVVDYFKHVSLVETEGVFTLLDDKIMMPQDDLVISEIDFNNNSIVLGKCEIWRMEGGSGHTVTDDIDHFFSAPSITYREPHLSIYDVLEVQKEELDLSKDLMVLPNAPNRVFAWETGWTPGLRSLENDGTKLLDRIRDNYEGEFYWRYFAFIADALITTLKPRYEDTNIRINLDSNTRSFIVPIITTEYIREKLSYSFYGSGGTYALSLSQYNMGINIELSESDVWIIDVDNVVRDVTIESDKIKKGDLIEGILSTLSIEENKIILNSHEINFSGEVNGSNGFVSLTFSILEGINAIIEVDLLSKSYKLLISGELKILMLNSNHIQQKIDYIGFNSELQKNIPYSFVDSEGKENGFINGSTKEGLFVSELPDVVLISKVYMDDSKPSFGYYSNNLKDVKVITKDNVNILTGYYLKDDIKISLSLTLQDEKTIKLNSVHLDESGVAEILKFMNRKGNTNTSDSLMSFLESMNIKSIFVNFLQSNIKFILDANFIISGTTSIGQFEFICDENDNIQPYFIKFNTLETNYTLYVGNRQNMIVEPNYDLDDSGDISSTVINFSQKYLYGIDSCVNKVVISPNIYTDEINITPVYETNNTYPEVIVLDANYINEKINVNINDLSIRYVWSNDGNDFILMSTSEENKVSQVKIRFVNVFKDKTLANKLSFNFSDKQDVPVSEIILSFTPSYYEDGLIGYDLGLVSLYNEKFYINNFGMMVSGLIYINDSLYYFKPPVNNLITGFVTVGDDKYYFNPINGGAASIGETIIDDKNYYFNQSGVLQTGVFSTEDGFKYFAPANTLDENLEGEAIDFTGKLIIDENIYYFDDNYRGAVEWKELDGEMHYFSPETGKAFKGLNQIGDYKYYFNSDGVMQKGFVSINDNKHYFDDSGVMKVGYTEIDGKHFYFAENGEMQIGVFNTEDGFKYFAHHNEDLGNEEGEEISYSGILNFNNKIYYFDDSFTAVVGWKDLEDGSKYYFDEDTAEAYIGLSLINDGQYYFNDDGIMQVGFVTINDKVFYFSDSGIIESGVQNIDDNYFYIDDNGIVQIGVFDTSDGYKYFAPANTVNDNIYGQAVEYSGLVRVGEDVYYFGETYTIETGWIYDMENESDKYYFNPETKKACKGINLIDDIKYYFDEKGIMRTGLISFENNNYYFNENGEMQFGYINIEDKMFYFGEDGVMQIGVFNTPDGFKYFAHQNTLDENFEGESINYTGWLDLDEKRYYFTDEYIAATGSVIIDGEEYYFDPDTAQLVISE
# Anthrax LF prot = anthrax lethal factor protease inhibition. P15917. multiplex microsphere protease cleavage assay, LF. inhibition, % at 10 µM. 0.12% of 360,000 active. AID 588501; also: plate controls were buffer without enzyme for full effect and enzyme alone for no effect
# BoNT A protease = BoNT A light chain protease inhibition; multiplex microsphere protease substrate cleavage, flow cytometry; inhibition, % at 10 µM; 0.17% of 360,000 active; AID 588499; also: plate controls were buffer without enzyme for full effect and enzyme alone for no effect
# Vc quorum ag = induces V. cholerae light production without autoinducers. AID 588436. activation, % at 18.7 µM. 0.16% of 350,000 active. V. cholerae BH1578 lux reporter, luminescence, 6 h; in the data active = activation mostly above about 9.7%, no sharp cut-off; inconclusive = no clear call, values can overlap the other calls; inactive = mostly below about 3.7%; also: not every result past the cut was called active; inactives centre near 0; reference of the scale not given here
# PrPC surface inh = inhibitors of human cell surface prion protein PrPC; AID 720596; TR-FRET read-out; 0.43% of 370,000 active; P04156; inhibition, % at 13.8 µM; in the data active = inhibition above about 24%; also: 0% = median of the test wells and 100% = reference compound wells
# PriA SSB inh = inhibitors of Klebsiella pneumoniae PriA binding to SSB C-terminal tail; AlphaScreen SSBct-PriA binding, biotinylated peptide; AID 1272365; inhibition, % at 33 µM; 0.6% of 430,000 active; in the data active = inhibition mostly above about 37%, no sharp cut-off; inactive = mostly below about 20%;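 also: plate controls were negative control peptide for no effect and reference peptide for full effect; strong numbers were not always called active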
# Yp Topo-I inh = Y. pestis Topo-I inhibition via cleavage products. Y. pestis Topo-I cleavage product accumulation, plate reader. activity, % at 10 µM. 0.064% of 360,000 active; in the data active = activity above about 50%, passing the limit was not always enough; inconclusive = no clear call, values can overlap the other calls; also: inactives centre near 2
# SARS 3CLpro inh = SARS-CoV 3CLpro protease inhibition | recombinant SARS-CoV 3CLpro, quenched FRET peptide cleavage | AID 1706 | inhibition, % at 6 µM | P0C6X7 | 0.14% of 290,000 active; in the data active = inhibition above about 12%
# Starred values were filed as active, the others as inactive; i = inactive; ? = inconclusive; nt = no result given; & = joins results of further samples. Rule as the data show it, unless noted: active = inhibition above about 30%; inconclusive = no clear call, values can overlap the other calls; inactive = below that. Only part of the results is shown; rates above refer to the full screens.
SMILES,PfHsp40 yeast,TcdB GH inh,Anthrax LF prot,BoNT A protease,Vc quorum ag,PrPC surface inh,PriA SSB inh,Yp Topo-I inh,SARS 3CLpro inh
C=CCNC(=O)C1CC1(c1cccc(C)c1)c1cccc(C)c1 (stereo not given),nt,0.3,8.3,0.1,-0.7,-2.4,-4.0,0.6,nt
Cc1ccccc1N(CC(N)=O)S(C)(=O)=O,-0.2,nt,3.5,1.2,i,5.0,-4.2,-5.5,-2.7
COc1ccc(CC(=O)OCC(=O)Nc2ccc3[nH]c(=O)[nH]c3c2)cc1,-3.2,2.3,-4.2,-3.1,i,-3.9,6.2,-2.9,nt
Cc1cccc(C(=O)O/N=C2\CCS(=O)(=O)c3sccc32)c1,-1.4,nt,-9.9,0.0,-2.6,-1.3,nt,-1.9,0.7
Nc1cc(N)nc(SCc2cccc(F)c2)n1,-0.7,-3.2,-4.2,-8.4,2.2,11.0,-12.3,-1.6,-0.3
CCOc1ccccc1N1CCN(C(=O)C2CSC3(C)CCC(=O)N23)CC1 (stereo not given),1.0,1.1,0.0,0.2,-0.3,-0.1,11.6,3.8,nt
CC(=O)Nc1cccc(-c2ccnc3c2CC(C)(C(=O)NCCC(F)(F)F)O3)c1 (stereo not given),nt,1.4,2.0,0.0,-5.6,11.6,nt,9.3,nt
Cc1ccc(S(=O)(=O)N2C[C@H]3N(C(=O)OC(C)C)N(C(=O)OC(C)C)C[C@H](OC(=O)NCc4ccco4)[C@@]3(O)C2)cc1,nt,0.8,-4.4,-0.4,i,1.3,nt,29.8,nt
COc1ccc(N(C(C)C(=O)NC2CCCCCC2)S(C)(=O)=O)cc1 (stereo not given),0.4,nt,3.9,-0.9,-0.2,6.5,-13.0,1.7,-1.6
O=C(Nc1nnc(-c2ccncc2)s1)Nc1ccccc1F,2.3,0.8,-5.9,-0.2,-0.6,6.3,-13.2,5.6,7.1
Cc1nn(-c2ccccc2)c(Cl)c1C(=O)NCc1cccs1,1.1,nt,-2.5,1.4,-4.5,3.5,-5.1,2.3,-4.3
COc1cc(C(=S)N2CCOCC2)cc(OC)c1OC(=O)c1ccc([N+](=O)[O-])cc1[N+](=O)[O-],-0.2,0.8,13.1,-3.6,0.7,-6.5,-16.1,17.3,-1.7
COc1ccccc1N1CCN(CC(=O)NCC2CCCO2)CC1 (stereo not given),-0.1,-0.2,4.7,0.5,nt,0.1,-12.6,0.5,-0.5
O=C(N(c1ccccn1)c1ccccn1)C12CC3CC(CC(C3)C1)C2,-0.2,1.7,1.9,-0.2,1.4,9.8,1.0,-6.7,2.0
O=C(Nc1cc(S(=O)(=O)N2CCOCC2)ccc1N1CCOCC1)c1cc(=O)[nH]c2ccccc12,-1.5,1.0,4.8,-0.5,-0.5,3.1,-12.2,4.5,1.2
CCNS(=O)(=O)c1ccc(CCC(=O)N2CCN(c3cc(Cl)ccc3C)CC2)cc1,-0.1,0.4,5.5,-3.7,1.3,4.8,-0.6,11.1,0.8
COC(=O)C1=CN(C(C)c2ccccc2)C=C(C(=O)OC)C1c1cc(OC)c(OC)c(OC)c1 (stereo not given),17.3,1.9,0.5,0.7,-6.7,1.0,-40.2,12.6,6.7
O=[N+]([O-])CC(c1ccc(F)cc1)c1c[nH]c2ccccc12 (stereo not given),1.2,-0.5,10.1,-1.0,-1.0,15.8,-10.1,-2.2,4.6
O=C(Nc1ccc(N2CCOCC2)c(Cl)c1)c1cc(F)c(F)cc1Cl,-0.8,nt,-1.3,-0.3,-5.0,0.9,-3.7,0.3,-5.7
Cc1nc2ccccc2c(=O)n1NC(=O)c1cncc(Br)c1,-0.8,-0.2,-3.3,-3.6,i,-1.9,-4.3,12.1,4.2

# 3 structures out of the list, ordered by length of the SMILES, descending.
SMILES,PfHsp40 yeast,TcdB GH inh,Anthrax LF prot,BoNT A protease,Vc quorum ag,PrPC surface inh,PriA SSB inh,Yp Topo-I inh,SARS 3CLpro inh
O=C(Nc1ccc(N2CCOCC2)c(Cl)c1)c1cc(F)c(F)cc1Cl,-0.8,nt,-1.3,-0.3,-5.0,0.9,-3.7,0.3,-5.7
O=[N+]([O-])CC(c1ccc(F)cc1)c1c[nH]c2ccccc12 (stereo not given),1.2,-0.5,10.1,-1.0,-1.0,15.8,-10.1,-2.2,4.6
Cc1nc2ccccc2c(=O)n1NC(=O)c1cncc(Br)c1,-0.8,-0.2,-3.3,-3.6,i,-1.9,-4.3,12.1,4.2

# (more compounds)
SMILES,PfHsp40 yeast,TcdB GH inh,Anthrax LF prot,BoNT A protease,Vc quorum ag,PrPC surface inh,PriA SSB inh,Yp Topo-I inh,SARS 3CLpro inh
O=C(O)C1CCCN(S(=O)(=O)c2ccc(F)cc2)C1 (stereo not given),-0.4,nt,-1.7,-0.1,i,4.0,-0.5,-1.4,-4.2
CC1CCC2(CC1)NC(=O)N(CC(=O)N1CCOCC1)C2=O (stereo not given),-0.6,0.4,4.5,-0.3,0.4,-2.7,-4.7,9.6,nt
O=C(CCN1CCc2ccccc2C(O)(c2ccccc2)C1)c1ccc2c(c1)OCCO2 (stereo not given),4.0,nt,-6.1,-0.1,i,-1.8,8.7,13.6,1.2
Cc1c(C(=O)N2CCN(C3CCS(=O)(=O)C3)CC2)oc2ccc(Cl)cc12 (stereo not given),0.2,0.6,?,?,-0.3,-2.2,-10.0,-2.7,nt
O=C1c2cccnc2C(=O)N1Cc1ccc(S(=O)(=O)NCc2ccco2)s1,-0.2,-0.8,0.4,-1.0,-2.1,6.7,-4.6,-8.1,6.9
CC(=O)Nc1cccc(NC(=O)CCn2cnc3cc(C)c(C)cc32)c1,-0.9,nt,-1.7,-0.2,i,2.0,2.4,-2.1,-4.1
COc1ccccc1Nc1nc(NCC2CCCO2)c2ccccc2n1 (stereo not given),0.7,2.8,-9.9,-1.1,i,7.7,-11.6,3.0,1.7
CCS(=O)(=O)C(=C1NCCO1)S(=O)(=O)CC,-0.7,nt,-2.9,-0.6,-0.3,-2.9,-10.7,-4.0,1.5
COc1ccc(NC(=O)/C(Cl)=C(/Cl)S(=O)Cc2ccc(Cl)cc2)cn1 (stereo not given),10.5,0.6,5.9,0.6,-0.1,28.7*,-4.1,9.4,4.6
CCOC(=O)/C=C1\SCC(=O)N1CC(=O)c1ccc[nH]1,0.6,nt,1.9,2.2,i,-4.2,-4.7,3.1,-0.2
CCOc1ccc(C(=O)OCC(=O)Nc2cccnc2Cl)cc1OCC,-0.5,-1.2,-4.3,-0.2,-6.2,3.7,-10.6,-2.4,nt
CCc1ccccc1N(C)S(=O)(=O)c1ccc2[nH]cc(C(=O)O)c(=O)c2c1,7.5,nt,-4.8,0.4,-0.5,2.2,-1.9,2.9,-1.0
Cc1ccccc1NC(=O)C(=O)NCCc1c[nH]c2ccccc12,1.7,1.3,-7.7,-0.8,-0.4,1.2,-5.6,-1.5,5.3
O=C(NC(C(=O)NCCN1CCOCC1)C12CC3CC(CC(C3)C1)C2)C1CCCCC1 (stereo not given),23.8,-0.1,-6.1,-0.9,i,-6.1,2.0&-0.6,0.2,3.0
CCOC(=O)CC(S(=O)(=O)c1ccccc1)S(=O)(=O)c1ccccc1,nt,1.1,-4.1,0.2,i,-10.5,nt,3.8,nt
CCOc1cc(C(=O)Nc2ncn[nH]2)cc(OCC)c1OCC,-0.8,0.2,-3.7,0.6,i,0.5,-10.6,4.8,1.0
O=C(CCC(=O)NCc1ccccc1)NCc1ccccc1,-0.9,0.0,-9.3,-0.1,0.7,6.9,-0.5,16.3,-4.2
CCc1ccc(-n2c(=S)sc3c(=O)n(-c4ccccc4)c(SCC(=O)O)nc32)cc1,2.8,0.4,-9.3,-5.3,i,-10.2,-2.6,-0.8,0.1
COc1ccc2c(c1OC)C(=O)N1C2SC[C@H]1C(=O)NC1CC(C)(C)NC(C)(C)C1 (stereo not given in full),0.4,nt,5.1,-0.1,i,0.7,-2.8,-4.9,-1.9
N#CCCN/N=C(/Cc1nc2ccccc2[nH]1)c1cccc(Cl)c1,11.4,nt,-6.2,-0.1,i,-2.1,nt,-18.9,0.2
Cc1ccccc1NS(=O)(=O)c1ccc(NC(=O)N2CCCCC2)cc1,0.2,-0.1,-3.8,1.4,-0.2,6.6,0.8,3.4,-1.6
COc1ccc(C2NC3=C(CCC3)C3(C#N)C(OC)(OC)N=C(N)C23C#N)cc1 (stereo not given),-1.2,nt,-0.4,0.6,-0.6,nt,1.7,-8.4,0.0
CCNc1nc(N)c(C(=C(C#N)C#N)c2ccccc2)s1,0.1,nt,-0.2,-0.6,-0.9,-2.4,-24.3,4.3,3.5
COc1ccc2c(=O)cc(C(F)(F)C(F)(F)F)oc2c1,-0.8,nt,-4.2,-1.4,i,-3.3,-3.2,0.8,-2.1
COc1ccc(C(=O)O)cc1S(=O)(=O)Nc1ccc(Oc2ccccc2)cc1,1.7,0.9,-0.1,-0.1,1.4,8.6,-5.7,5.4,nt
Cc1cc2n(n1)C(c1ccccc1)Nc1ccccc1-2 (stereo not given),1.2,2.9,-1.4,-1.5,i,0.4,-12.6,11.5,-1.8
O=c1cc(-c2ccccc2)nc(SCCOc2ccccc2Cl)[nH]1,0.5,2.8,-5.3,0.4,-0.5,3.9,-1.7,-5.2,-4.1
O=C(CSc1nc(O)c(Cc2ccccc2)c(=O)[nH]1)Nc1nnc(SCc2ccccc2)s1,-1.9,0.4,-5.9,-1.3,i,-0.6,16.7,11.2,-5.2
COc1cccc(OCC(Cn2c(C)nc3ccccc32)OC(C)=O)c1 (stereo not given),-0.4,0.7,0.5,-0.9,-0.2,8.2,-5.9,-5.8,2.2
COc1cc(-c2nnc(SCC(=O)N3c4ccccc4Sc4ccccc43)o2)cc(OC)c1OC,0.7,nt,-2.0,1.1,-3.1,-11.4,-20.0,12.4,-3.5
Cn1cc(C(=O)NC2CCCCC2)c(=O)c2cc(S(=O)(=O)N3CCOCC3)ccc21,-0.3,-0.7,0.4,-0.4,3.8,0.9,2.2,7.0,-2.6
CCOC(=O)COc1ccccc1C1Nc2ccccc2C(=O)N1c1cccc(Cl)c1 (stereo not given),0.5,0.9,-7.2,0.2,1.6,0.7,-8.3,14.5,-7.6
C[C@H]1C(c2ccc(F)cc2)=NN(c2ccccc2)[C@@H]1CO,6.1,2.1,0.6,0.0,i,-1.4,-48.4,-12.8,nt
O=C1N(Cc2cccc(Cl)c2)C[C@@H]2C[C@@H](c3cccc4ncccc34)N3CCC[C@@]123,-0.4,nt,-2.4,-1.1,-4.5,1.4,7.0,23.0,0.0
COc1ccc(CC(=O)NC(=S)Nc2cccc(C)c2)cc1,10.9,1.7,-2.3,-4.0,-0.8,-3.1,-4.7,8.7,nt
Cc1ccc(C(=O)Oc2ccccc2C(=O)N2CCOCC2)cc1,0.9,nt,-5.1,-1.2,-0.6,-5.6,7.4,-7.6,-1.5
O=C(c1ccc(CNc2c(N3CCCC3)c(=O)c2=O)cc1)N1CCN(C2CCCCC2)CC1,-1.4,-1.2,-11.4,-0.8,-0.2,-2.8,3.9,5.9,-2.7
CCn1cc(/C=N/NC(=O)c2cc3c(ccc4ccccc43)o2)c2ccccc21,0.7,nt,-2.0,0.0,-0.2,3.7,nt,-2.4,1.0
CCOc1ccc(CN(C)C(C)C(=O)NCCc2ccc(F)cc2)cc1 (stereo not given),-0.6,1.2,-9.8,-0.4,-1.2,-12.2,1.2,25.8,-3.6
CN(C)CCN1CCN(C(c2ccnc3ccccc23)c2nnnn2-c2ccc3c(c2)OCCO3)CC1 (stereo not given),nt,0.7,-3.5,0.0,nt,-7.6,nt,nt,nt
CCOC(=O)C1CCN(C(=O)COC(=O)CCOc2ccc(C)cc2)CC1,-1.1,nt,-1.1,0.7,-5.9,-3.5,-4.6,14.8,-1.4
